# NOD1 NF-kB reporter: NOD1 signaling inhibitors, primary screen, cell-based, luminescence, uHTS (AID 1578) | NOD1-driven NF-kB luciferase reporter cells, luminescence; higher % means a stronger effect | one-dose inhibition, % at 4 µM; EC50 in µM for titrated hits | 290,000 compounds, 1% hits; in the data active means inhibition mostly above about 36%, no sharp cut-off; inactive means mostly below about 34%;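 further: HEK-293T reporter cells stimulated with the NOD1 agonist gamma-tri-DAP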
# KOR beta-arrestin-1: KOR agonists, beta-arrestin recruitment, primary screen, cell-based, luminescence, uHTS (AID 1777). 280,000 compounds, 0.02% hits. one-dose activation, % at 10 µM; EC50 in µM for titrated hits. Kappa-type opioid receptor (Homo sapiens). KOR beta-arrestin recruitment, luminescence; higher % means a stronger effect; in the data active means activation above about 50%, passing the limit was not always enough; further: a part of the inactive calls stands beside numbers as strong as those of hits
# M1AAP inhibition: P. falciparum M1AAP inhibitors, biochemical, fluorogenic H-Leu-NHMec substrate, 1536-well (AID 1445); one-dose inhibition, % at 30 µM; IC50 in µM for titrated hits; recombinant M1AAP, H-Leu-NHMec fluorogenic kinetic assay; higher % means a stronger effect; 220,000 compounds, 0.42% hits; Aminopeptidase N (Plasmodium falciparum (isolate 3D7));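 active means primary inhibition above the hit cutoff, then over 50% inhibition at one or more dose response concentrations, cut at about 23% in these data, passing the limit was not always enough; inconclusive means conflicting primary data, or primary hits not chosen for dose response; inactive means low primary inhibition, or under 50% at every dose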;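 further: plate controls were DMSO full reaction for no effect and no enzyme background for full effect; strong numbers were not always called active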
# Dynein transport: inhibitors of GR-EGFP nuclear translocation, primary screen, dynein cargo transport inhibitor project, imaging, high-content, 3617.4 mouse cells | test concentration mostly 20 µM; stimulated with dexamethasone, 1 µM; hits give low values | z-score, hits read low | 220,000 compounds, 0.47% hits;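 active means plate z-score of nuclear minus cytoplasmic receptor signal below a set negative limit, without overly bright fluorescence or cell loss, cut at about -3.5 in these data, passing the limit was not always enough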;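 further: z-score of nuclear minus cytoplasmic ring GR-EGFP intensity difference per well; some compounds called inactive have numbers as strong as hits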
#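 Buffer or medium: tet-free, stripped-serum medium; Also added: dexamethasone, 1.0 µM final; Technique: high-content fluorescence imaging after fixation; Times: 48 h induction, 1 h compound, 30 min dex at 37 °C; Read-out: per-cell GR-EGFP intensity, nucleus versus surrounding cytoplasmic ring, well-averaged.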
# GPR55 activation: GPR55 agonists via beta-arrestin recruitment, primary screen, imaging, U2OS cells, beta-arrestin-GFP redistribution (AID 1961). G-protein coupled receptor 55 (Homo sapiens). U2OS GPR55 beta-arrestin-GFP redistribution imaging; higher % means a stronger effect. activation, % at 10 µM; hits with a dose series show EC50 in µM. 290,000 compounds, 0.048% hits;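 active means activation above 40% with more than 50 cells counted in the well; inconclusive means wells holding fewer than 50 cells, flagged as toxic or sparse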;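 further: U2OS osteosarcoma cells stably expressing GPR55 and beta-arrestin-GFP; plate controls were DMSO negative control for no effect and LPI positive control for full effect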
# AID2073: inhibitors of Mint1-CaV2.2 protein interaction, biochemical, HTRF (AID 2073); 290,000 compounds, 0.19% hits; one-dose inhibition, % at 20 µM; IC50 in µM for titrated hits; HTRF protein-protein interaction, Mint1-CaV2.2; higher % means a stronger effect; Voltage-dependent N-type calcium channel subunit alpha-1B (Homo sapiens); in the data active means inhibition mostly above about 51%, no sharp cut-off; inconclusive means no clear call, values can overlap the other calls; inactive means mostly below about 53%; further: some results filed as inactive read as strong as hits
# P. falciparum M17LAP: P. falciparum M17LAP inhibitors, primary screen, biochemical, fluorogenic H-Leu-NHMec substrate, 1536-well (AID 1619). Leucine aminopeptidase (Plasmodium falciparum (isolate 3D7)). inhibition, % at 30 µM, or IC50 in µM where a hit was titrated. 220,000 compounds, 0.38% hits. recombinant M17LAP, H-Leu-NHMec fluorogenic kinetic assay; higher % means a stronger effect;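 active means compound inhibiting the enzyme by more than half at any dose during confirmatory dose-response retesting; inconclusive means strong single-dose inhibitors picked by rank but not retested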;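 further: plate controls were full reaction with DMSO carrier for no effect and no enzyme background for full effect; strong numbers were not always called active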
# KOR beta-arrestin-2: KOR antagonists, beta-arrestin recruitment, cell-based, luminescence, uHTS (AID 1778); Kappa-type opioid receptor (Homo sapiens); KOR beta-arrestin recruitment, luminescence, antagonist mode; higher % means a stronger effect; one-dose inhibition, % at 10 µM; IC50 in µM for titrated hits; 290,000 compounds, 0.091% hits; further: strong numbers were not always called active
# NOD2 inhibition: NOD2 signaling inhibitors, cell-based, luminescence, uHTS, HEK293 (AID 1566); HEK293 NOD2/NF-kB luciferase reporter, luminescence; higher % means a stronger effect; inhibition, % at 4 µM; hits with a dose series show EC50 in µM; 290,000 compounds, 0.63% hits; further: many of its hits are not listed in these tables
# Dynein transport cytoplasmic EGFP: recorded beside Dynein transport, whose call it bears; z-score; measured here: cytoplasmic GR-EGFP intensity; hits give high values
# Dynein transport nuclear GR-EGFP: further read-out of Dynein transport, marked with its call; z-score; measured here: nuclear GR-EGFP intensity;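 lower value marks the stronger effect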
# Dynein transport cell count: recorded beside Dynein transport, whose call it bears; z-score; measured here: cell count per field
# * marks the source's active call; other numbers are inactive results; ? = inconclusive; · = no result given; [ ] = another dose, or the depositor's remark. Unless noted, no stated cut-off is given here; in the data, active means inhibition above about 50%; inactive means the rest. A portion of the library. The share of hits here may be higher or lower than overall.
SMILES,NOD1 NF-kB reporter,KOR beta-arrestin-1,M1AAP inhibition,Dynein transport,Dynein transport cytoplasmic EGFP,Dynein transport nuclear GR-EGFP,Dynein transport cell count,GPR55 activation,AID2073,P. falciparum M17LAP,KOR beta-arrestin-2,NOD2 inhibition
CS(=O)(=O)N(CC(=O)NC1CC1)c1cccc(F)c1,·,0.9%,-3%,2,-0.005,1.1,-0.14,-0.2%,1%,1%,-5%,-8%
CCOc1cc(/C=N\O)cc(Cl)c1OCC,-29%,-1.5%,5%,-0.28,-0.27,-0.11,-0.054,0.0%,3%,9%,-6%,0%
COc1ccc(CNC(=O)C2CCN(S(=O)(=O)N3CCC4(CC3)OCCO4)CC2)c(OC)c1,-22%,-1.3%,-3%,-0.29,-0.21,0.75,-0.53,-0.1%,-4%,4%,15%,-7%
Cc1cc(C)cc(OCc2ccc(C(=O)NC3CCOC3=O)o2)c1 (stereo not drawn),-12%,5.7%,2%,0.24,-0.16,0.28,0.24,0.0%,-6%,0%,2%,-2%
Cn1c(Cc2cccs2)nnc1SCc1nc2ccccc2[nH]1,-33%,14%,-11%,-0.082,-0.33,0.54,0.36,-0.2%,-2%,2%,-42%,-11%
CC(C)(C)OC(=O)N1CCC(c2c(C(=O)N3CCN(C(=O)c4ccco4)CC3)cnn2-c2ccc(F)cc2F)CC1,-20%,1.9%,·,·,·,·,·,-0.2%,8%,·,9%,9%
COc1ccc(/C(C#N)=C/c2cccnc2)cc1,-3%,1.4%,8%,-0.22,-0.23,0.51,-0.83,-0.1%,14%,-10%,21%,-28%
O=C1CN(C(=O)COc2ccccc2)c2ccccc2N1,-2%,1.0%,·,·,·,·,·,0.0%,15%,·,17%,0%
Nc1ccccc1N1CCN(C(=O)c2ccccc2)CC1,-24%,-4.3%,4%,0.63,-0.018,-0.25,0.83,-0.4%,-8%,-11%,-17%,17%
O=S(=O)(c1ccccc1Cl)N1CCC(O)(c2ccc3c(c2)OCO3)CC1,-10%,-5.2%,5%,-1.5,-0.3,-0.47,0.41,-0.1%,8%,7%,3%,-21%
Cc1cccc(NC(=S)N(CCN2CCOCC2)Cc2cc3cc4c(cc3[nH]c2=O)OCCO4)c1,-18%,1.3%,10%,0.46,0.13,0.18,0.11,-0.1%,-5%,7%,-26%,9%
CCc1ccc(-c2csc(NC(=O)c3cccnc3)n2)cc1,48%,1.8%,8%,-0.29,-0.17,-0.52,0.95,0.0%,0%,20%,-21%,28%
O=[N+]([O-])c1cc2c(cc1/C=N/NS(=O)(=O)c1ccc(Br)cc1)OCO2,-1%,-1.7%,3%,0.72,-0.13,0.63,-1.1,0.1%,28%,5%,41%,-4%
O=C1CC(c2ccccc2F)C2=C(COC2=O)N1 (stereo not drawn),-3%,-2.4%,-4%,0.31,-0.25,0.23,0.92,0.6%,1%,4%,16%,-13%
Cc1nnc(Cl)c2nn(-c3ccccc3)c(C)c12,47%,4.5%,-1%,-1.3,-0.083,-0.73,-0.19,0.1%,-1%,-8%,11%,-1%
O=c1oc2cc(O[C@@H]3OC[C@@H](O)[C@H](O)[C@H]3O)ccc2c2ccccc12,-1%,-2.3%,·,·,·,·,·,0.0%,11%,·,20%,12%
CC(=O)c1cc(NC(=O)c2ccccc2)c(=O)oc1C,-13%,-2.3%,11%,0.57,-0.19,0.48,-0.38,0.2%,6%,3%,3%,11%
COc1ccc(/C=C/C(=O)Nc2ccccc2C(=O)NCC(c2ccc(OC)cc2)N(C)C)cc1 (stereo not drawn),6%,-0.5%,·,·,·,·,·,-0.1%,-4%,·,-25%,19%
COC(=O)N/N=C/c1ccc(-c2ccc(Cl)cc2Cl)o1,1%,6.4%,4%,-0.24,-0.23,0.47,-0.63,0.5%,-2%,-2%,-48%,-18%
O=C(O)C(Cc1ccccc1)N1C(=O)/C(=C/c2cccnc2)SC1=S (stereo not drawn),-6%,5.4%,5%,-0.13,-0.27,-0.18,0.26,-0.3%,-42%,6%,10%,-11%

# Continued, overlapping the part above by five compounds.
SMILES,NOD1 NF-kB reporter,KOR beta-arrestin-1,M1AAP inhibition,Dynein transport,Dynein transport cytoplasmic EGFP,Dynein transport nuclear GR-EGFP,Dynein transport cell count,GPR55 activation,AID2073,P. falciparum M17LAP,KOR beta-arrestin-2,NOD2 inhibition
O=c1oc2cc(O[C@@H]3OC[C@@H](O)[C@H](O)[C@H]3O)ccc2c2ccccc12,-1%,-2.3%,·,·,·,·,·,0.0%,11%,·,20%,12%
CC(=O)c1cc(NC(=O)c2ccccc2)c(=O)oc1C,-13%,-2.3%,11%,0.57,-0.19,0.48,-0.38,0.2%,6%,3%,3%,11%
COc1ccc(/C=C/C(=O)Nc2ccccc2C(=O)NCC(c2ccc(OC)cc2)N(C)C)cc1 (stereo not drawn),6%,-0.5%,·,·,·,·,·,-0.1%,-4%,·,-25%,19%
COC(=O)N/N=C/c1ccc(-c2ccc(Cl)cc2Cl)o1,1%,6.4%,4%,-0.24,-0.23,0.47,-0.63,0.5%,-2%,-2%,-48%,-18%
O=C(O)C(Cc1ccccc1)N1C(=O)/C(=C/c2cccnc2)SC1=S (stereo not drawn),-6%,5.4%,5%,-0.13,-0.27,-0.18,0.26,-0.3%,-42%,6%,10%,-11%
O=C(Nc1ccc(Cl)cc1N1CCOCC1)C1CC1,-11%,6.9%,·,·,·,·,·,0.5%,8%,·,-2%,7%
Cc1nc(SCC(=O)NCC(F)(F)F)c2c(-c3cccs3)csc2n1,4%,0.9%,10%,-0.47,-0.21,-0.065,0.35,-0.3%,-3%,-2%,-10%,27%
COC(=O)N/N=C(\C)c1ccc(OC(F)F)cc1,-30%,-5.3%,1%,-0.47,0.18,0.13,0.75,0.0%,4%,0%,-13%,-19%
O=C(NCc1ccco1)C(=O)NCC1OCCCN1S(=O)(=O)c1ccc(Cl)cc1 (stereo not drawn),-41%,-3.9%,0%,-1,-0.38,-0.82,0.25,-0.4%,1%,1%,-2%,3%
CCOCCCNC(=S)N1CCC(NC(=O)c2ccco2)CC1,-13%,·,2%,-0.78,-0.21,-0.56,0.13,-0.1%,-16%,-8%,-7%[20 µM],24%
CCOC(=O)c1c(NC(=O)CCCN2CCOCC2)sc2c1CC(C)(C)OC2,34%,2.2%,6%,1.1,-0.14,0.049,-1.6,-0.1%,14%,2%,-25%,17%
COc1ccccc1C(=O)COC(=O)COc1cccc2c1OC(C)(C)C2,-15%,13%,·,·,·,·,·,0.0%,11%,·,16%,-2%
COc1ccc(CCNC(=O)CSc2nnnn2-c2ccc(OC)c(OC)c2)cc1OC,-4%,-6.1%,5%,-0.46,-0.32,-0.39,1,0.1%,14%,-16%,20%,26%
Fc1ccc2nc(N3CCOCC3)sc2c1,-33%,-1.6%,3%,-1.1,-0.26,0.095,0.41,-0.1%,?,-1%,-5%,-56%
NS(=O)(=O)c1ccc(O)c(NC(=O)c2ccc([N+](=O)[O-])cc2)c1,-29%,-3.1%,4%,-0.26,-0.12,0.091,-0.12,0.1%,-2%,5%,10%[20 µM],8%
Cc1cccc(NC(=S)N(c2ccccc2)C(C)C)c1C,5%,2.8%,-7%,-0.16,-0.26,-0.32,0.21,2.0%,3%,-5%,-42%,0%
O=[N+]([O-])c1cccnc1SCc1ccccc1,7%,-4.8%,·,·,·,·,·,-0.1%,13%,·,25%,16%
CC1(C)CC(=O)C=C(NCCN2CCN(C(=S)Nc3ccccc3)CC2)C1,-3%,·,-2%,0.33,-0.24,-0.089,-0.14,-0.6%,-22%,-7%,7%,20%
Cc1ccc(Nc2nc3c(c(=O)[nH]2)CCCC3)cc1,-28%,-4.8%,18%,-0.83,-0.25,-0.91,0.44,-0.3%,3%,5%,-1%,-25%
Cc1ccccc1OCCn1cc(C(=O)O)c2ccccc21,-29%,-3.2%,-5%,1.4,-0.18,0.65,-0.16,0.3%,-1%,15%,8%,-13%
Nc1nnnn1/N=C/c1ccc(N2CCCCC2)c([N+](=O)[O-])c1,-27%,-6.0%,7%,-0.44,-0.22,-0.32,0.62,-0.2%,10%,10%,11%,-8%
Cc1ccc(SCC(=O)Nc2cccc(NC(=O)c3ccco3)c2)cc1,11%,0.4%,3%,-0.12,-0.24,-0.36,0.031,0.0%,4%,5%,-37%,16%
Cc1cc(C)n(C(=O)c2ccc([N+](=O)[O-])c(Cl)c2)n1,-16%,-2.9%,5%,1.6,-0.11,0.49,-1.6,-0.1%,0%,-8%,38%,4%
Cc1cc(NC(=O)CCN2C(=O)C3C4C=CC(C4)C3C2=O)ccc1Br (stereo not drawn),-28%,1.2%,-1%,-0.98,-0.31,-0.15,1.6,0.0%,32%,-5%,4%,-2%

# Pulled by compound from the entries so far, 2 records:
SMILES,NOD1 NF-kB reporter,KOR beta-arrestin-1,M1AAP inhibition,Dynein transport,Dynein transport cytoplasmic EGFP,Dynein transport nuclear GR-EGFP,Dynein transport cell count,GPR55 activation,AID2073,P. falciparum M17LAP,KOR beta-arrestin-2,NOD2 inhibition
O=C(NCc1ccco1)C(=O)NCC1OCCCN1S(=O)(=O)c1ccc(Cl)cc1 (stereo not drawn),-41%,-3.9%,0%,-1,-0.38,-0.82,0.25,-0.4%,1%,1%,-2%,3%
CCOC(=O)c1c(NC(=O)CCCN2CCOCC2)sc2c1CC(C)(C)OC2,34%,2.2%,6%,1.1,-0.14,0.049,-1.6,-0.1%,14%,2%,-25%,17%
